# PostGolgi ctrl = growth of the yeast control strain, post-Golgi counter-screen | AID 738 | inhibition, % at 10 µM | 98,000 tested, 5% active | efflux-deficient yeast background strain, growth absorbance A615, 16 h
# PostGolgi yeast = growth inhibition of a yeast mutant, post-Golgi transport screen | post-Golgi transport phenotypic cell assay | inhibition, % at 10 µM | 98,000 tested, 0.9% active;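 also: yeast cells grown in 1536-well plates; yeast grown about 18 h at 30C before absorbance read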
# S1P2 antag = blocks the human S1P2 receptor | cell-based S1P2 antagonist assay, inhibition at 5 uM | O95136 | AID 736 | inhibition, % at 5 µM | 97,000 tested, 0.21% active; in the data active = inhibition above about 45%;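 also: CRE beta-lactamase reporter cells expressing human S1P2 stimulated with S1P; 0% = agonist at EC80 alone and 100% = agonist plus reference antagonist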
# FAK inh = FAK (human) kinase inhibition. Q05397. biochemical FAK kinase activity assay. inhibition, %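 (tested at 7 µM)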. 97,000 tested, 0.84% active. AID 727; in the data active = inhibition above about 19%;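 also: 0% = DMSO and 100% = reference compound high control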
# S1P2 agonist = activates the human S1P2 receptor. O95136. activation, % at 4.5 µM. 97,000 tested, 0.46% active. S1P2-expressing cell line, agonist reporter read-out. AID 729; in the data active = activation above about 16%;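 also: 0% = vehicle low control and 100% = maximal reference agonist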
# Rev-RRE block = disrupts HIV-1 Rev binding to RRE RNA; AID 704; inhibition, % at 8 µM; P05866; Rev peptide-RRE RNA binding, FRET; 97,000 tested, 0.79% active;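 active = inhibition above the screen-wide mean plus 3 SD, cut at about 35% in these data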;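 also: 0% = median DMSO wells and 100% = median Neomycin B control wells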
# Target sequence (P05866 whole entry, looked up): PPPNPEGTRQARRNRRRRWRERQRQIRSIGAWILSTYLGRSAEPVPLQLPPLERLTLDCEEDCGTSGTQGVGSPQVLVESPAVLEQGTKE
#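 Test system: labelled RRE RNA duplex and labelled Rev peptide. Times: 5 min compound–RNA preincubation, then 15 min with peptide, 25 °C. Doses: single-dose 8 µM. Measured by: FRET, excitation 480 nm, emission 540 nm donor and 671 nm acceptor. Measure: % inhibition of FRET ratio versus controls.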
# LYP act = increases human PTPN22 phosphatase activity | 96,000 tested, 0.11% active | activation, % at 2 µM | recombinant LYP, DiFMUP fluorescence; 0 = plate median, 100 = signal doubled;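 active = activation at 2 µM above a set limit, the mean plus 5 SD, cut at about 37% in these data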
# EphB4 ephrin blk = EphB4-ephrin-B2 interaction antagonism | P54760 | EphB4 LBD / TNYL-RAW-Alexa532 peptide, fluorescence polarization | inhibition, % at 7 µM | 97,000 tested, 0.15% active;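 active = inhibition above the screen-wide mean inhibition plus 3 SD, cut at about 15% in these data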;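 also: 0% = DMSO wells and 100% = excess unlabeled TNYL-RAW peptide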
# Target sequence (P54760 whole entry, looked up, the tested form may be a part): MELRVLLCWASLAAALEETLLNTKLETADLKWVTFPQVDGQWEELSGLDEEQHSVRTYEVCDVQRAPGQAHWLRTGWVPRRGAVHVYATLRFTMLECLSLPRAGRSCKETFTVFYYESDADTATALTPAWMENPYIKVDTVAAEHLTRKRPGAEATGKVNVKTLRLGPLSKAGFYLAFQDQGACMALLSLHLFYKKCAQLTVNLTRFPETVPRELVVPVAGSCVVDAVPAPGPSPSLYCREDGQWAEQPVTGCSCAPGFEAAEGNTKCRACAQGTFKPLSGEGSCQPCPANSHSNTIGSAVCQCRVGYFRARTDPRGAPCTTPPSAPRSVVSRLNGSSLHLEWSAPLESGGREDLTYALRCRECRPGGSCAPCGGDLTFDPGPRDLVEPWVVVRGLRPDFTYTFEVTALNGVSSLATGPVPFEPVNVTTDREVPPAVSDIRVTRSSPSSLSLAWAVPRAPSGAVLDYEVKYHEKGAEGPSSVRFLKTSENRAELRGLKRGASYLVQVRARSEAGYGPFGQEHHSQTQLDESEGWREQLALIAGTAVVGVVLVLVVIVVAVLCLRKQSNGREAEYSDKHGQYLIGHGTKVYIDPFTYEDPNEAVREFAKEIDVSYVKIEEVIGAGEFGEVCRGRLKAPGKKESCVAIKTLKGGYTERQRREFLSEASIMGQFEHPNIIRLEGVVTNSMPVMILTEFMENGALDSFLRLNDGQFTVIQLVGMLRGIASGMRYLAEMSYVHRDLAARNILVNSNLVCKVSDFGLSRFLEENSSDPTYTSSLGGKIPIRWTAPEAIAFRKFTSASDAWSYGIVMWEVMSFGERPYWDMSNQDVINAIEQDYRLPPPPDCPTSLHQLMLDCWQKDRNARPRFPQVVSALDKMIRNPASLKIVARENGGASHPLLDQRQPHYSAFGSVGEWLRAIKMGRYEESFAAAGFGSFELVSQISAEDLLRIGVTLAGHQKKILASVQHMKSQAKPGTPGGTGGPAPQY
# LYP inh 2 = LYP (human) phosphatase inhibition. Q9Y2R2. recombinant LYP catalytic domain, DiFMUP fluorescence. inhibition, % at 2 µM. 96,000 tested, 0.21% active. AID 640;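 active = inhibition at 2 µM at or above a set limit, the screen mean plus 3 SD, cut at about 24% in these data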;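 also: 0% = DMSO with enzyme and 100% = enzyme fully blocked by orthovanadate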
# * marks the source's active call; other numbers are inactive results; / = no result given. Rule as the data show it, unless noted: active = inhibition above about 30%; inactive = the rest.
compound	PostGolgi ctrl	PostGolgi yeast	S1P2 antag	FAK inh	S1P2 agonist	Rev-RRE block	LYP act	EphB4 ephrin blk	LYP inh 2
COc1ccc2cc(CN(CCO)C(=O)c3ccccc3F)c(=O)[nH]c2c1	8	1	7	-3	-2	4	13	1	-16
CCOC(=O)c1c(C)[nH]c(C(=O)OCC(=O)Nc2cc(C)ccc2OC)c1C	1	-2	10	18	-5	9	4	3	-6
O=C(Cc1ccccc1)Nc1ccccc1CO	-5	3	-6	3	-3	8	-7	0	10
Cc1cnc(NC(=O)CSc2ncn(-c3ccccc3)n2)s1	/	/	23	9	-7	5	-1	4	3
COC(=O)CSc1ncnc2c1cnn2Cc1ccccc1	-8	19	3	0	-6	5	7	4	-10
COc1cc(C(=O)CSc2nnc(-c3ccc(O)cc3)n2CC2CCCO2)ccc1NC(C)=O (stereo not drawn)	11	-1	-5	-11	-4	0	2	-5	-3
COc1ccc(Br)cc1CNC(=O)CCc1nc(-c2ccc(C)cc2)no1	13	-13	1	3	-4	15	-1	7	-2
Cc1ccc(C2(CC(=O)N3CCCC3)CCOC(C(C)C)C2)cc1 (stereo not drawn)	13	0	0	1	1	3	9	-1	-10
CCOC(=O)c1nn(-c2ccccc2)c(C#N)c1NC(=O)c1nn(CC)cc1Br	44*	19	-22	1	24*	2	0	3	-1
Cc1c(-c2cccs2)[n+](=O)c2c(n1[O-])CCCCC2	2	-1	-2	-2	-2	4	-16	-7	14
O=C(COc1ccc(S(=O)(=O)NCc2ccccc2)cc1)NCC1CCCO1 (stereo not drawn)	-8	-6	-10	1	-3	-2	8	-9	-6
COc1cc(/C=C(\C#N)C(=O)NCC2CCCO2)c([N+](=O)[O-])cc1OC (stereo not drawn)	28	25	-37	-2	-1	0	7	-8	-4
CS(=O)(=O)N1CCCC(C(=O)NCCCN2CCOCC2)C1 (stereo not drawn)	0	-11	15	3	-1	4	-7	3	8
Cc1ccc(-n2nnc3c(=O)n(CC(=O)N4CCCC4)cnc32)cc1	5	5	17	4	-3	1	1	-3	-1
CC(=O)Nc1ccc(NC(=O)c2ccccc2N(C)S(C)(=O)=O)cc1	2	18	16	-2	-6	8	4	6	-3
CCCS(=O)(=O)c1c(S(=O)(=O)CCC)c2c(N)cccn2c1C(=O)c1ccc(Br)cc1	/	/	4	-3	-5	11	-18	1	18
Cc1cc2nc(-c3ccc(NC(=O)C(C)C)cc3)oc2cc1C	9	14	16	5	-2	13	2	-9	-7
Cc1cc(=O)oc2cc(OCC3CC(c4ccccc4Cl)=NO3)ccc12 (stereo not drawn)	29	-9	-18	3	2	7	3	-5	0
Cc1cc(NCc2ccccc2)nc(N2CCOCC2)n1	22	8	-5	-1	-6	2	-2	6	2
CCCN1CCN(C(=O)c2cc3c(s2)-c2ccccc2S(=O)(=O)C3)CC1	0	4	-15	6	-5	4	5	0	-9
O=C(CS(=O)(=O)c1cn(Cc2ccc(F)cc2)c2ccccc12)N1CCCCC1	10	-3	-3	-1	1	12	0	5	-4
Cc1ccc(S(=O)(=O)N=Nc2c(O)[nH]c3ccccc23)cc1	8	-7	-6	1	-2	5	0	-3	-2
CCc1nnc(NC(=O)CSc2ncc(-c3ccccc3)n2C)s1	-3	4	8	-4	-4	0	-2	0	1
COC(=O)c1c(NC(=O)c2c(-c3ccccc3Cl)noc2C)sc2c1CCC2	33*	0	-16	-2	-2	17	-10	-3	10
CCCc1cc(C(=O)NC2CCCC2)no1	9	6	-8	-6	-2	4	-10	2	8
O=C(CSc1nnc(CNC(=O)c2ccco2)o1)c1ccccc1	0	-1	-19	0	-1	-2	4	0	-2
N#Cc1c(NC(=O)c2ccc(Cn3cc(Br)cn3)o2)sc2c1CCCCCC2	4	-3	-28	-3	-4	12	2	-1	-2
COc1c(S(=O)(=O)N2CCN(c3ccc(F)cc3)CC2)ccc(Cl)c1Cl	29	8	-11	-3	-5	18	-7	2	4
C=CCn1c(SCC(=O)Nc2nc(C)cs2)nnc1C(NC(=O)c1ccccc1)C(C)C (stereo not drawn)	/	/	27	-1	-8	6	-7	-15	5
Cn1cc(-c2nnnn2-c2ccc(Cl)cc2)c(C(F)(F)F)n1	5	0	10	-4	-4	7	/	7	/
COC(=O)c1ccc(Sc2ccccc2NS(=O)(=O)c2ccc(OC)cc2)nc1	18	16	10	-8	-5	4	1	-10	1
COC(=O)CN(c1ccccc1OC)S(=O)(=O)c1ccccc1	-5	-5	-13	0	1	2	-11	0	9
CCC(C)n1cnc2c(c1=O)c1nc3ccccc3nc1n2Cc1ccc2c(c1)OCO2 (stereo not drawn)	23	15	-36	-4	-1	-2	35	-2	-30
CC(C)CN1C(=O)NC(NC(=O)c2cccnc2)(C(F)(F)F)C1=O (stereo not drawn)	0	-1	8	1	-6	1	31	-1	-35
NC(=O)c1oc2ccccc2c1NC(=O)c1ccc(F)cc1	8	6	-1	18	-5	-1	3	-2	-6
Cc1nc(SCC(=O)N2CCC(C(N)=O)CC2)n[nH]1	0	-10	15	1	-1	7	-2	3	-1
CCCSc1nc(C)c(CC(=O)O)c(=O)[nH]1	1	-3	11	-2	-6	5	-5	-5	4
S=C(Nc1ccccc1)Nc1cc(Cl)ccc1Oc1ccccc1	24	13	9	-2	-6	1	-6	3	10
O=C(CCNS(=O)(=O)c1ccc(Br)s1)NC1CCCC1	-6	-1	1	-3	-9	4	-1	-4	-2
C/C(=C\C(=O)c1ccccc1)NCc1ccc(F)cc1	8	15	-17	-1	-6	2	0	-5	3

# Random excerpt: 3 records from the list.
compound	PostGolgi ctrl	PostGolgi yeast	S1P2 antag	FAK inh	S1P2 agonist	Rev-RRE block	LYP act	EphB4 ephrin blk	LYP inh 2
CCCS(=O)(=O)c1c(S(=O)(=O)CCC)c2c(N)cccn2c1C(=O)c1ccc(Br)cc1	/	/	4	-3	-5	11	-18	1	18
Cc1ccc(-n2nnc3c(=O)n(CC(=O)N4CCCC4)cnc32)cc1	5	5	17	4	-3	1	1	-3	-1
Cc1cc(NCc2ccccc2)nc(N2CCOCC2)n1	22	8	-5	-1	-6	2	-2	6	2

# (list continues)
compound	PostGolgi ctrl	PostGolgi yeast	S1P2 antag	FAK inh	S1P2 agonist	Rev-RRE block	LYP act	EphB4 ephrin blk	LYP inh 2
Cc1csc(NC(=O)NC2(C(F)(F)F)Oc3ccccc3O2)n1	2	-4	23	4	-4	11	0	-7	0
CC1CCc2nn(CC(=O)N3CCc4ccccc43)cc2C1 (stereo not drawn)	10	-1	39	3	-1	7	2	14	-6
Fc1cccc(Cn2ccc(-c3ccc4c(c3)OCO4)n2)c1	13	4	11	-1	-5	7	/	-6	/
CCCCOC(=O)Cn1c(=O)n(CC(=O)OCCCC)c2ccccc21	10	-1	-2	-1	-1	0	2	-3	0
O=C(CN1C(=O)COc2ccc(Cl)cc21)Nc1ccc2c(c1)OCCO2	4	-5	-4	1	-2	5	8	0	-8
COc1ccc(-c2cc3nc(C)cc(NCCO)n3n2)cc1	7	-6	8	-2	-8	1	-2	2	-1
CCCCS(=O)(=O)N1CN(S(=O)(=O)CCCC)C2NC(=O)NC21 (stereo not drawn)	-2	-5	12	5	-14	5	3	5	-4
Cn1nnnc1SCC(=O)Nc1ccccc1N1CCCCC1	3	13	-11	-1	-3	-4	-1	-5	-1
CCOC(=O)C1C2C=CC3(CN(c4ccccc4CC)C(=O)C13)O2 (stereo not drawn)	/	/	5	-2	-5	4	5	6	-5
COc1ccc(C(=O)N2CCCC2)cc1	6	-4	-10	-1	-1	7	-6	-1	4
Cc1c(C)n(C)c2ccc(C(=O)Nc3cccc4ccccc34)cc12	13	-1	13	1	-3	-5	-4	2	7
O=C(CN(CCc1ccccc1)C(=O)CNS(=O)(=O)c1ccccc1)NCC1CCCO1 (stereo not drawn)	16	6	-2	-4	-4	1	14	-7	-20
O=C(COc1ccc(-c2nnco2)cc1)N1CCN(S(=O)(=O)c2ccccc2)CC1	-7	2	6	-2	-6	1	-4	-7	1
Cc1ccc(Oc2nc3ccccc3n3c(C)nnc23)cc1	0	-7	3	-9	-4	2	2	4	-2
CCOC(=O)C1CCCN(c2c(N3CCN(C4CCCCC4)CC3)c(=O)c2=O)C1 (stereo not drawn)	8	-4	5	2	-6	-1	-2	-2	-1
Cc1ccc(-n2c(=O)[nH]c3cc(C(=O)NC4CCN(Cc5ccccc5)CC4)ccc3c2=O)cc1	4	13	7	-1	-5	2	0	-9	2
CCC(=O)Nc1nnc(SCC(=O)c2ccc3c(c2)Cc2ccccc2-3)s1	1	-2	15	-24	-6	4	5	-1	-1
c1ccc(-n2nnnc2NCCc2c[nH]c3ccccc23)cc1	2	-7	-8	0	-3	5	8	0	-7
Cc1cc(C)cc(-n2nnc(C(=O)NCc3ccc4c(c3)OCO4)c2N)c1	31*	-3	15	1	-4	5	3	2	-6
CCN(CC)CCCN(Cc1cc2cc3c(cc2[nH]c1=O)OCCO3)C(=O)Nc1ccccc1	-1	1	8	-2	-1	8	-3	5	1
CC(CCc1ccccc1)NC(=O)c1cncc(Br)c1 (stereo not drawn)	4	1	-1	2	-5	-1	-2	-3	-1
Cc1ccnc(N2C(=O)c3cccc4c([N+](=O)[O-])ccc(c34)C2=O)c1	53*	105*	52*	2	2	45*	6	2	-8
CN(CCCNC(=O)C1CCC(=O)N1Cc1ccc(F)cc1)c1ccccc1 (stereo not drawn)	-3	-5	16	-2	-5	2	-10	-1	8
O=C(O)c1ccc(CSc2nnc(-c3ccncc3)n2CC2CCCO2)cc1 (stereo not drawn)	-6	5	5	2	0	7	2	1	-2
Cc1ccc(C(=O)Nc2ccc(OCc3ccccc3)cc2)cc1[N+](=O)[O-]	13	-2	11	5	0	2	-14	9	17
Cc1onc(-c2ccccc2Cl)c1C(=O)Nc1cc(=O)n(C)c(=O)n1C	/	/	17	-1	-2	5	3	1	-3
CCOC(=O)/C=C1\NC(C)(C)Cc2cc(OC)c(OC)cc21	5	-2	-46	-9	8	-3	4	-5	-1
Cc1ccc(-n2nnc3c(=O)n(CC(=O)N4CCC(C)CC4)cnc32)cc1	-6	10	-5	2	-5	1	14	4	-17
CC1CCc2nn(CC(=O)NCCCN3CCCC3=O)cc2C1 (stereo not drawn)	1	-3	/	/	/	/	-3	/	1
Cc1cccc(NCN2C(=O)c3ccccc3C2=O)c1	0	6	7	2	-8	4	1	-3	-1
Cc1ccc2c(c1)/C(=N/OS(=O)(=O)c1ccccc1)CCS2	/	/	4	1	-5	8	-4	3	10
COc1ccc(Nc2oc(COc3cccc(C)c3)nc2C#N)cc1	11	-4	2	0	1	13	-3	-4	0
CN(C)C(=O)CSc1nnc(C23CC4CC(CC(C4)C2)C3)o1	15	4	1	-2	-6	4	-7	5	3
O=C(Nc1nccs1)C1C2CC3OC(=O)C1C3C2 (stereo not drawn)	6	-5	-8	-1	-1	5	-4	-7	0
COC(=O)c1ccccc1NC(=O)CN1CCC(C(=O)c2ccc3c(c2)OCCO3)CC1	9	23	-13	-1	-10	-1	8	-2	-10
O=C(c1ccccc1NS(=O)(=O)c1cccs1)N1CCCC1	12	15	1	1	-6	5	0	1	-3
CCN1CCN(C(c2cccs2)C(C)NC(=O)CC(C)C)CC1 (stereo not drawn)	12	9	18	1	-6	6	-8	6	6
CCS(=O)(=O)c1ccc2oc(SCC(=O)NC34CC5CC(CC(C5)C3)C4)nc2c1	16	-4	-6	1	-18	10	0	1	2
COc1ccc(OCc2nn3c(Cn4cnc5ccccc54)nnc3s2)cc1	4	-3	29	3	-7	6	5	0	-8
COCCN(CCOC)S(=O)(=O)c1ccc(C(=O)Nc2nc(C)c(C(C)=O)s2)cc1	1	0	14	0	-3	4	5	-3	-6

# Not a hit list (roughly 7% active in at least one column).
